Screens as filed in PubChem BioAssay.
Myeloid diff 2 = promotes myeloid progenitor differentiation; ER-HoxA9 myeloid progenitors, lysozyme-GFP differentiation, flow cytometry; calls only at 10 µM; 1% of 360,000 active;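 active = normalized GFP-positive differentiation at or above the plate's own cutoff, the solvent-only control mean plus 3 SD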;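 also: cells exposed to compound for four days before flow analysis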
GPR55 LPI antagonism = inhibition of LPI-stimulated GPR55 beta-arrestin translocation – imaging, U2OS, beta-arrestin-GFP, LPI agonist, primary screen (AID 2013). U2OS GPR55 beta-arrestin-GFP translocation imaging, LPI antagonism; higher % means a stronger effect. one-dose inhibition, % at 10 µM; IC50 in µM for titrated hits. 0.13% of 290,000 active;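 active = spots per cell inhibited over 60%, with over 100 cells counted and total cytoplasm intensity under 500,000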;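 also: U2OS cells stably carrying GPR55 and arrestin-GFP stimulated by 5 µM LPI near EC80; imaged beta-arrestin-GFP aggregate spots per cell after agonist stimulation; plate controls were LPI-stimulated DMSO wells for no effect and DMSO wells without LPI for full effect; some results filed as inactive read as strong as hits; confirmed hits need IC50 under 10 µM and bright autofluorescent wells are also inconclusive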
GPR55 activation = selective activators of receptor GPR55 – imaging, U2OS cells, beta-arrestin-GFP redistribution, primary screen (AID 1961); one-dose activation, % at 10 µM; EC50 in µM for titrated hits; U2OS GPR55 beta-arrestin-GFP redistribution imaging; higher % means a stronger effect; 0.048% of 290,000 active;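 active = activation above 40% with more than 50 cells counted in the well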;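 also: U2OS osteosarcoma cells stably expressing GPR55 and beta-arrestin-GFP; plate controls were DMSO negative control for no effect and LPI positive control for full effect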
HEK293 NOD2/NF-kB = NOD2 signaling inhibitors, cell-based, luminescence, uHTS, HEK293 (AID 1566); HEK293 NOD2/NF-kB luciferase reporter, luminescence; higher % means a stronger effect; inhibition, % at 4 µM; hits with a dose series show EC50 in µM; 0.63% of 290,000 active; also: many of its hits are not listed in these tables
GPR35 antagonists = inhibition of zaprinast-stimulated GPR35 beta-arrestin translocation – imaging, U2OS, beta-arrestin-GFP, zaprinast agonist, primary screen (AID 2058); U2OS GPR35 beta-arrestin-GFP translocation imaging, zaprinast antagonism; higher % means a stronger effect; inhibition, % at 10 µM; hits with a dose series show IC50 in µM; 0.052% of 290,000 active;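 active = inhibition of at least 50% with at least 30 cells and total cytoplasm GFP at most 10,000,000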
NOD1 inhibition = NOD1 signaling inhibitors, primary screen, cell-based, luminescence, uHTS (AID 1578) | NOD1-driven NF-kB luciferase reporter cells, luminescence; higher % means a stronger effect | inhibition, % at 4 µM, or EC50 in µM where a hit was titrated | 1% of 290,000 active; in the data active = inhibition mostly above about 36%, no sharp cut-off; inactive = mostly below about 34%;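 also: HEK-293T reporter cells stimulated with the NOD1 agonist gamma-tri-DAP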
KOR beta-arrestin-1 = kappa opioid receptor blockers – cell-based, luminescence, uHTS (AID 1778). KOR beta-arrestin recruitment, luminescence, antagonist mode; higher % means a stronger effect. inhibition, % at 10 µM; hits with a dose series show IC50 in µM. 0.091% of 290,000 active; also: strong numbers were not always called active
KOR beta-arrestin-2 = kappa opioid receptor activators – cell-based, luminescence, uHTS, primary screen (AID 1777); KOR beta-arrestin recruitment, luminescence; higher % means a stronger effect; activation, % at 10 µM, or EC50 in µM where a hit was titrated; 0.02% of 280,000 active; in the data active = activation above about 50%, passing the limit was not always enough; also: a part of the inactive calls stands beside numbers as strong as those of hits
HIV peptide binding = cell-free HIV fusion peptide-binding blockers – biochemical, uHTS, fluorescence dequenching, primary screen (AID 1986); cell-free peptide binding, fluorescence dequenching, 30 min; higher % means a stronger effect; one-dose inhibition, % at 20 µM; IC50 in µM for titrated hits; 0.3% of 290,000 active; in the data active = inhibition mostly above about 52%, no sharp cut-off; inactive = mostly below about 76%; also: some results filed as inactive read as strong as hits
Myeloid diff 2 GFP+ MAC1+ % = further read-out of Myeloid diff 2, marked with its call; GFP+ MAC1+ double positive, %; measured here: differentiation confirmed by MAC1 staining
Active calls of the source: *; i = inactive; nt = not tested or not shown; [ ] = dose if it differs, or a comment. Rule as the data show it, unless noted: active = inhibition above about 50%; inactive = the rest. Some of the compounds tested; rates above refer to the full screens.

canonical_smiles	Myeloid diff 2	Myeloid diff 2 GFP+ MAC1+ %	GPR55 LPI antagonism	GPR55 activation	HEK293 NOD2/NF-kB	GPR35 antagonists	NOD1 inhibition	KOR beta-arrestin-1	KOR beta-arrestin-2	HIV peptide binding
O=[N+]([O-])c1ccc(-n2nncc2-c2ccccc2)cc1	i	1.8	-5%	-0.4%	9%	-8%	-8%	-8%[20 µM]	6.3%	-0.1%
COc1ccc(CNC(=O)COC(=O)CCc2nc3ccccc3c(=O)[nH]2)cc1	i	0.9	-6%	-0.2%	13%	-2%	-6%	10%	2.1%	0.3%
C/C(Cl)=C/CSc1nn2c(=O)c3ccccc3nc2s1	i	0.5	8%	0.0%	-94%	-16%	-103%	-43%	2.2%	0.4%
COC(=O)CSc1nc2cc3c(cc2cc1C)OCO3	i	0.2	20%	-0.1%	12%	5%	-22%	-21%[20 µM]	nt	-2.3%
CNC(C)c1cc(OC)ccc1OC (centres undefined)	i	6.6	23%	-0.1%	3%	-12%	11%	8%	3.1%	-2.1%
O=C(NC(=S)Nc1ccc(N2CCOCC2)cc1)c1cccc(Cl)c1	i	0.7	11%	0.1%	0%	-6%	2%	9%	4.5%	2.9%
O=C(Nc1ccc2c(c1)OCCO2)c1cncc(Br)c1	i	0.6	-6%	0.2%	-89%	-10%	-12%	-29%	3.7%	-0.3%
Cc1nc2c(=O)oc3ccccc3c2n1-c1ccccc1	i	1.8	-2%	0.2%	-1%	14%	-31%	7%	-2.5%	1.7%
CC(NC(=O)CSc1nnc(CC(=O)Nc2ccc(Cl)c(Cl)c2)n1C)c1ccccc1 (centres undefined)	i	0.9	4%	-0.1%	4%	3%	21%	31%	0.6%	3.8%
c1ccc(CN2CCN(c3ncnc4nc[nH]c34)CC2)cc1	i	3.1	-4%	-0.2%	-8%	5%	-27%	18%	-1.2%	0.2%
O=C(NCc1ccccc1)c1ccc2nc(-c3ccco3)c(-c3ccco3)nc2c1	i	0.0	-5%	0.3%	13%	9%	0%	-1%	-6.3%	0.5%
Cn1c(SCC2CCCO2)nnc1-c1ccc([N+](=O)[O-])cc1 (centres undefined)	i	0.1	7%	-0.1%	2%	6%	-33%	4%[20 µM]	nt	0.8%
O=C(CCCn1c(=S)[nH]c2ccc(Br)cc2c1=O)N1CCN(c2ccccn2)CC1	i	0.7	61%*	0.3%	28%	-8%	36%	-64%	1.0%	-1.3%
COc1ccc(C2(CNC(=O)/C=C\c3ccco3)CCCC2)cc1OC	i	0.6	2%	0.4%	4%	-6%	13%	3%	-1.5%	19%
Cc1c(C(=O)N/N=C/c2ccncc2)no[n+]1[O-]	i	0.8	4%	-0.2%	6%	17%	-5%	-9%	-2.6%	-1.5%
Cc1c(Br)cc(C(=O)OC2CCN(C)CC2)c(C)c1C	i	1.6	-7%	0.2%	12%	4%	-11%	-69%	10%	2.4%
Cc1ccc(CSc2ncnc3c2cnn3-c2ccc(C)cc2)cc1	i	1.2	-8%	0.2%	-48%	0%	-40%	25%	3.2%	0.5%
CCn1c(O)c(N=NC(=O)CNc2cccc(C)c2)c2ccccc21	i	0.4	-6%	-0.3%	-8%	-2%	-38%	18%	-3.9%	-2.0%
CC(C)(C)NC(=O)CN(C(=O)c1csnn1)c1cccc2c1CCCC2	i	0.4	-10%	0.3%	2%	-8%	-17%	-2%	-0.1%	1.9%
CCOc1cccc2sc(N(CCN(CC)CC)C(=O)c3ccc(S(=O)(=O)N4CCCC4)cc3)nc12	i	1.2	7%	0.7%	-16%	-7%	-45%	0%	-3.2%	-1.2%

A stretch from the list above, for reference:
canonical_smiles	Myeloid diff 2	Myeloid diff 2 GFP+ MAC1+ %	GPR55 LPI antagonism	GPR55 activation	HEK293 NOD2/NF-kB	GPR35 antagonists	NOD1 inhibition	KOR beta-arrestin-1	KOR beta-arrestin-2	HIV peptide binding
O=C(NCc1ccccc1)c1ccc2nc(-c3ccco3)c(-c3ccco3)nc2c1	i	0.0	-5%	0.3%	13%	9%	0%	-1%	-6.3%	0.5%
Cn1c(SCC2CCCO2)nnc1-c1ccc([N+](=O)[O-])cc1 (centres undefined)	i	0.1	7%	-0.1%	2%	6%	-33%	4%[20 µM]	nt	0.8%
O=C(CCCn1c(=S)[nH]c2ccc(Br)cc2c1=O)N1CCN(c2ccccn2)CC1	i	0.7	61%*	0.3%	28%	-8%	36%	-64%	1.0%	-1.3%

The list continues:
canonical_smiles	Myeloid diff 2	Myeloid diff 2 GFP+ MAC1+ %	GPR55 LPI antagonism	GPR55 activation	HEK293 NOD2/NF-kB	GPR35 antagonists	NOD1 inhibition	KOR beta-arrestin-1	KOR beta-arrestin-2	HIV peptide binding
CN(C(=O)COC(=O)c1cc(Br)c(Br)s1)C1CCS(=O)(=O)C1 (centres undefined)	i	0.6	5%	0.3%	16%	-6%	11%	6%	-3.0%	-1.0%
O=C(c1cccnc1)n1nc(NCc2ccccc2)nc1NCc1ccccc1	i	0.0	1%	0.6%	-7%	6%	-26%	8%	-6.0%	1.7%
O=S(=O)(NCCc1ccccc1)c1ccc(S(=O)(=O)N2CCCCC2)cc1	i	4.8	1%	-0.3%	-1%	5%	-14%	9%	7.2%	0.8%
O=C(/C=C/c1cn(-c2ccccc2)nc1-c1ccc2c(c1)OCCO2)NCCO	i	0.2	6%	0.0%	14%	3%	-6%	-13%	2.0%	0.9%
CCn1cc(C(=O)NCc2ccc3c(c2)OCO3)c(=O)c2ccc(C)nc21	nt	nt	21%	0.3%	-5%	-9%	-29%	24%	0.7%	0.7%
COc1ccc(OC)c(S(=O)(=O)N/N=C(/C)c2ccc3c(c2)OCO3)c1	i	0.0	6%	-0.1%	-11%	-7%	-30%	-4%	3.4%	0.6%
CC(C)C(=O)NCC(c1ccc2c(c1)OCO2)N1CCOCC1 (centres undefined)	i	0.7	-5%	0.2%	5%	-12%	-16%	-27%	-3.7%	-2.2%
Cc1ccc(-c2cc(C(F)F)n3ncc(C(=O)Nc4c(C)nn(Cc5ccccc5Cl)c4C)c3n2)cc1	i	0.5	14%	0.7%	25%	3%	11%	5%	-1.7%	-3.7%
COc1ccc(COC(=O)NNC(=O)c2ccc(OC)cc2)cc1	i	0.8	-19%	-0.4%	12%	11%	-47%	-27%	1.1%	1.2%
Cc1ccc(S(=O)(=O)N2CCCCC2)cc1NC(=O)COC(=O)C1=COCCO1	i	0.6	10%	0.2%	15%	-19%	-4%	-19%	-1.8%	-1.2%
COc1ccc2c(CC(=O)OCC(=O)Nc3ccccc3[N+](=O)[O-])coc2c1	i	0.7	15%	-0.4%	12%	6%	-1%	-5%	-1.8%	-1.8%
CCNc1nc(NC(C)C)nc(N(C#N)CCOc2ccccc2)n1	i	0.5	-10%	0.2%	-2%	6%	9%	-9%	5.8%	-0.9%
CCN(CC)CCN(Cc1cc2cc3c(cc2[nH]c1=O)OCCO3)C(=S)NCC(C)C	i	0.4	-5%	-0.2%	16%	-2%	-23%	3%[20 µM]	-6.5%	1.1%
Cc1ccc(C(O)(CNCc2ccccc2)c2ccccc2)cc1 (centres undefined)	i	0.7	10%	-0.2%	18%	12%	0%	16%	11%	-0.9%
Cc1cc(C)nc(OC(C(=O)O)C(OCCC(C)C)(c2ccccc2)c2ccccc2)n1 (centres undefined)	i	0.5	-1%	0.4%	32%	8%	3%	3%	-1.6%	4.4%
COCCn1nnnc1SCC(=O)N1CCCCC1	i	0.9	-11%	-0.2%	-2%	-11%	-25%	-15%	-5.7%	0.0%
Cc1nc2ccccc2nc(C)c1=NOCc1cccc(F)c1	i	0.6	1%	1.9%	-1%	4%	-54%	20%	-1.1%	-1.1%
CCOC(=O)c1[nH]c2ccc(OC)cc2c1NC(=O)CCN1CCc2ccccc2C1	i	0.8	4%	0.6%	13%	-2%	-4%	-2%	1.4%	0.7%
COC(=O)c1ccc(CSc2nc(C(F)(F)F)c3c(c2C#N)CCC3)o1	i	1.1	2%	0.5%	8%	6%	-6%	-35%	3.7%	17%
CCOC(=O)C1(Cc2ccccc2)CCCN(S(=O)(=O)N(C)C)C1 (centres undefined)	i	0.3	2%	0.5%	12%	13%	-11%	-14%[20 µM]	-4.6%	1.2%

The results go on.
Sequence of screens: Myeloid diff 2 | Myeloid diff 2 GFP+ MAC1+ % | GPR55 LPI antagonism | GPR55 activation | HEK293 NOD2/NF-kB | GPR35 antagonists | NOD1 inhibition | KOR beta-arrestin-1 | KOR beta-arrestin-2 | HIV peptide binding
COc1ccc(N2C(=O)C3C(c4ccc(C(=O)O)cc4)NC(Cc4ccccc4)(C(=O)O)C3C2=O)c([N+](=O)[O-])c1 (centres undefined)
→ i | 0.3 | 2% | 0.2% | -2% | 6% | -18% | -30%[20 µM] | -2.3% | 8.4%
COc1ccc(-n2c(SCC(=O)N3CCOCC3)nc(O)cc2=O)cc1
→ i | 1.1 | 5% | 0.2% | 0% | 22% | -21% | 4% | -2.3% | -1.3%
NC(=O)CSc1nnc2ccc(-c3ccc(Cl)cc3)nn12
→ i | 0.1 | 5% | 0.4% | 6% | -10% | -25% | 16% | -5.9% | -1.5%
COc1ccc(C)cc1C(=O)CCC(=O)Nc1ccccc1N1CCOCC1
→ i | 0.3 | 1% | 0.2% | 2% | -6% | 6% | 33% | -6.6% | 0.9%
c1ccc2c(c1)CCN(c1ncnc3c1[nH]c1ccccc13)C2
→ i | 1.2 | -6% | -0.2% | 41% | -7% | 82% | 22% | 7.5% | -0.9%
CCCN1Cc2cccc(C(=O)NCc3ccccc3OC)c2C1=O
→ i | 1.4 | 0% | 0.0% | 20% | -3% | -6% | 2% | -3.3% | -0.5%
CCCCNC(=O)C1CC(=O)N(CCc2ccc(C)cc2)C1 (centres undefined)
→ i | 0.8 | 1% | 0.0% | 5% | 4% | 4% | 10% | -1.7% | -0.7%
Cc1cccc(NC(=O)CC(=O)Nc2cccc(C)c2)c1
→ i | 1.0 | -15% | 0.0% | 4% | -9% | -2% | 6% | -1.3% | -0.9%
COc1ccccc1CNC(=O)CSC1=NCCS1
→ i | 0.1 | 15% | -0.7% | -4% | 7% | -30% | -3% | -2.5% | 0.0%
CCCCN(C)C(=S)Nc1ccc(Oc2ccccc2)cc1
→ i | 0.8 | 7% | 0.3% | -7% | -19% | -21% | -17% | -3.4% | 1.5%
CCN(CC)C(=O)CSc1ncnc2c1cnn2-c1ccccc1
→ i | 0.8 | -1% | 0.4% | -35% | 10% | -44% | 4% | -2.8% | -1.4%
